# Assay outcomes (PubChem BioAssay)
# PDI inh: inhibitors of human PDI, primary screen, biochemical, turbidity, single point, plate reader | PDI insulin aggregation turbidity, A650, 90 min | 350,000 compounds, 0.052% hits | inhibition, % at 10 µM | Protein disulfide-isomerase (Homo sapiens), P07237;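 active = mean inhibition across replicates of 30% or more, whatever share of single replicates reach that level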;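 note: absorbance from insulin aggregation driven by PDI reduction with DTT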
# Target sequence (P07237 whole entry, looked up): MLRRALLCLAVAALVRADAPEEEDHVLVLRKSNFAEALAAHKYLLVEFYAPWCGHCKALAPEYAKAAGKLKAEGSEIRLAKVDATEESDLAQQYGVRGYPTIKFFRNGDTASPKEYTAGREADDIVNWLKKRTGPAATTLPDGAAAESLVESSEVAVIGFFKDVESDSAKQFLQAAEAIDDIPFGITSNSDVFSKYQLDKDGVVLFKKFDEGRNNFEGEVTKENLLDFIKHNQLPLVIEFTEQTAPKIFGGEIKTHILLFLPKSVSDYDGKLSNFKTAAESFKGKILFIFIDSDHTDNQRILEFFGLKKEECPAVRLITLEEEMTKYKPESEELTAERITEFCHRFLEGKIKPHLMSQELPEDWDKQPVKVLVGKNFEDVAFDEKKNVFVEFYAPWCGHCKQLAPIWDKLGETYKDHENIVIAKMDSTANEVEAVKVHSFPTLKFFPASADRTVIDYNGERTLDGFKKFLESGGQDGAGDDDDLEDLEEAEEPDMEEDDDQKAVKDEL
# aDG glyco act: activators of alpha-DG glycosylation, primary screen, uHTS, Pro5-aDG cells, AlphaScreen | alpha-DG glycosylation AlphaScreen (IIH6); 0% Pro5, 100% B10-LARGE cell signal | activation, % at 10 µM | 360,000 compounds, 0.22% hits | AID 624168, 2012;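 active = activation of at least 8% versus controls, or a plate z-score of at least 8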;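 note: Pro5 are CHO cells carrying HIG-tagged alpha-DG that lacks glycosylation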
# N-glyco inh: increase of ERlucT glycosylation luciferase signal, primary screen, N-linked glycosylation inhibitor project, D54 ERlucT cells, luminescence, set 2; reporter increase, % at 12.5 µM; 360,000 compounds, 0.23% hits; D54 ERlucT glycosylation luciferase reporter, 24 h; percent of 100 nM tunicamycin response;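 active = mean luciferase reporter signal, scaled so untreated is 0 and the glycosylation-blocking control 100, at or above a set limit in every replicate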;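 note: luciferase carries N-glycosylation sites so blocking glycosylation raises the light; 0% = median of neutral control wells and 100% = median of 100 nM tunicamycin wells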
# HTR2A ag: mouse Htr2a agonists via beta-arrestin recruitment, primary screen, cell-based, luminescence; CHO-K1 mHTR2A beta-arrestin complementation; percent of 30 µM serotonin response; 360,000 compounds, 0.66% hits; activation, % at 7.6 µM; 5-hydroxytryptamine receptor 2A (Mus musculus), P35363; AID 624169, 2012;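 active = activation above a run cutoff, the mean activation of all tested compounds plus 3 SD, cut at about 14% in these data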;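 note: 0% = plate median of compound wells and 100% = 30 µM serotonin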
# ABCB6 inh 2: ABCB6 transporter inhibitors, primary screen, K562-ABCB6 cells, flow cytometry, MLPCN library. 360,000 compounds, 0.19% hits. fluorescence ratio to DMSO, % at 10 µM. K562-ABCB6 porphyrin accumulation, 1 h; stronger effect = lower value. ATP-binding cassette sub-family B member 6 (Homo sapiens), Q9NP58. AID 602162, 2011;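 active = fluorescence ratio to DMSO below 75%, the collection mean minus 3 SD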;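 note: signal is porphyrin accumulated inside mitochondria; 100% equals median channel fluorescence of DMSO control wells; lower ratio means ABCB6 inhibition with less porphyrin fluorescence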
# CaV13 FRET inh: Primary screen for inhibitors of IQ motif and Ca2+-dependent inactivation inhibitor domain binding in CACNA1D, Förster resonance energy transfer in living cells, …; 340,000 compounds, 0.098% hits; inhibition, % at 12.3 µM; HEK cells, CFP/YFP FRET ICDI-IQ, plate reader, 10 min; percent FRET-ratio fall versus neutral wells;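 active = mean replicate inhibition of at least 30% and at least 1% of replicates passing that level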;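 note: 0% = median of the neutral control wells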
# MC4R barr agon: MC4R agonists recruiting beta-arrestin, primary screen, cell-based, luminescence, agonist arm of biased-ligand search; Melanocortin receptor 4 (Homo sapiens), P32245; U2OS MC4R beta-arrestin complementation; percent of melanotan II response, DMSO zero; activation, % at 8.9 µM; 360,000 compounds, 0.98% hits;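 active = activation above a per-plate cutoff, the mean activation of sample wells on that plate plus 3 SD, cut at about 8% in these data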
# MC4R antagonist: MC4R antagonists of cAMP signaling, primary screen, cell-based, TR-FRET, antagonist arm of biased-ligand search; Melanocortin receptor 4 (Homo sapiens), P32245; MC4R-expressing cells, MTII-stimulated cAMP, LANCE TR-FRET; inhibition, % at 6.5 µM; 360,000 compounds, 0.48% hits; AID 540295, 2011;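 active = inhibition above its plate's cutoff, the mean of tested wells on that plate plus 3 SD, cut at about 29% in these data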;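 note: 0% = Melanotan II alone and 100% = Melanotan II plus saturating MCL0020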
#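 System – human MC4R-expressing U2OS cells · Also added – Melanotan II · Dosing – one concentration, 6.5 µM nominal · Timing – 30-min compound, 1-h challenge, 1-h detection, room temperature · Measured by – Eu-cAMP/anti-cAMP TR-FRET, emission 671 nm · Replicates – singlicate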
# Vif inh: HIV Vif self-association inhibitors, primary screen, imaging, HEK293T, single point. inhibition, % at 7.49 µM. HEK293T cells, Vif self-association by quenched fluorescence, 24 h. 340,000 compounds, 0.35% hits. AID 602346, 2012; in the data active = inhibition above about 50%, passing the limit was not always enough; note: some results filed as inactive read as strong as hits
# H9c2 protect: cardioprotection against H2O2-induced cell death, primary screen, uHTS, H9c2 cells, ATPLite luminescence; H9c2 cardiomyocytes, H2O2 injury protection, 2 h; protection from H2O2 cell death, % at 20 µM; 360,000 compounds, 0.63% hits; AID 588492, 2011;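 active = compounds giving at least 50% protection of heart cells from peroxide-induced death in the single-dose screen, raw or plate-pattern-corrected value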;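 note: 0% = DMSO wells with peroxide and 100% = DMSO wells without peroxide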
# Numbers without * were called inactive; x = no result given.
SMILES,PDI inh,aDG glyco act,N-glyco inh,HTR2A ag,ABCB6 inh 2,CaV13 FRET inh,MC4R barr agon,MC4R antagonist,Vif inh,H9c2 protect
O=C(CSCc1ccccc1)N/N=C/c1cc2c(cc1Br)OCO2,-1,3.5,-3,-3,94,-4,1.6,5,-1,-10
CC1CCCC(NC(=O)COC(=O)Cc2ccsc2)C1C (stereo unspecified),-5,-0.2,3,-3,83,-5,-1.7,1,9,-5
CCCc1[nH]nc2c1C(c1ccccc1OC)C(C#N)=C(N)O2 (stereo unspecified),-4,-0.4,-1,0,101,-4,3.6,-3,4,5
COc1ccc(C(=O)N/C(=C\c2ccccc2)C(=O)N2CCOCC2)cc1,2,-0.2,-1,2,101,-5,-1.6,16,-7,-4
CCCCCCN[C@H]1CCC2C3CC=C4C[C@@H](O)CC[C@]4(C)C3CC[C@@]21C (stereo partly specified),5,2.0,-3,0,103,-5,-1.6,-7,1,-12
COc1ccc(S(=O)(=O)N2CCCCC2)cc1NC(=O)CN1C(=O)NC(C)(C2CC2)C1=O (stereo unspecified),-2,-0.4,-4,0,97,-4,-2.4,0,-7,-1
CCCCOC(=O)Nc1ccc(S(=O)(=O)Nc2ccc([N+](=O)[O-])cc2)cc1,0,-0.3,0,7,100,-4,0.1,20,-14,-1
CC(C(=O)NC(=O)NC1CCCCC1)N1CCN(c2ccc(O)cc2)CC1 (stereo unspecified),-4,0.8,-2,-3,99,-15,-1.6,2,9,-6
O=C(Cn1nnc(-c2ccccc2F)n1)Nc1ccc2c(c1)OCCO2,-7,-0.1,2,2,98,-5,-0.1,6,-2,1
CN(CC(=O)Nc1ccc(Cl)c(C(F)(F)F)c1)C(=O)c1cccnc1Sc1ccccc1,0,0.4,0,-11,98,x,-1.1,6,-5,-7
COc1ccc(NC(=O)c2ccc(S(=O)(=O)N3CCCC3)cc2)cc1OC,0,-0.3,-2,-2,97,-4,0.4,13,-3,3
CCn1nccc1C(=O)Nc1nccs1,6,0.0,1,-3,84,-4,-1.7,-5,-10,4
O=c1c2ccccc2nnn1CCO,4,-0.5,1,3,97,-4,0.2,9,x,-4
CCCCn1c(N)c(N(CC(C)C)C(=O)CSC(C)C(=O)Nc2cc(C)on2)c(=O)[nH]c1=O (stereo unspecified),2,-0.1,1,-1,101,-5,-0.4,1,12,3
O=C(CC1C(=O)NCCN1Cc1cccc(Oc2ccccc2)c1)NCc1cccnc1 (stereo unspecified),9,-0.2,1,-3,91,-5,0.7,15,-14,7
CCOC(=O)C1CCN(C(=O)CCNS(=O)(=O)c2ccc3c(c2)CCN3C(=O)CC)CC1,0,0.2,2,7,106,-2,-0.4,8,-4,-2
CCCC(CCC(=O)Nc1ccc(S(N)(=O)=O)cc1)C(=O)O (stereo unspecified),1,0.2,1,-1,99,-4,2.9,-5,-2,5
COc1ccc(OC)c(NC(=O)CSc2nnc(CNC(=O)c3cccs3)o2)c1,2,-0.1,2,0,108,-2,-0.3,3,-4,-1
CSc1nsc(SCC(=O)N2CCCc3ccccc32)n1,-5,-0.2,-4,-2,98,-4,-2.1,11,-11,-15
O=C1CCC(=O)N1CC(O)COc1ccccc1 (stereo unspecified),12,-0.1,2,-2,97,-5,-1.9,13,-2,1
CCCCC12CN3CC(C)(CN(C1)C31C(=O)N(C)c3ccc(C)cc31)C2=O (stereo unspecified),-15,0.0,-1,1,96,-5,-0.8,-1,-11,-5

# Looked up above.
# CCCCOC(=O)Nc1ccc(S(=O)(=O)Nc2ccc([N+](=O)[O-])cc2)cc1 in MC4R antagonist shows 20
# CC1CCCC(NC(=O)COC(=O)Cc2ccsc2)C1C (stereo unspecified) in N-glyco inh shows 3
# CCCC(CCC(=O)Nc1ccc(S(N)(=O)=O)cc1)C(=O)O (stereo unspecified) in Vif inh shows -2

# Sorted by molar mass (rising): some entries from above.
SMILES,PDI inh,aDG glyco act,N-glyco inh,HTR2A ag,ABCB6 inh 2,CaV13 FRET inh,MC4R barr agon,MC4R antagonist,Vif inh,H9c2 protect
CC1CCCC(NC(=O)COC(=O)Cc2ccsc2)C1C (stereo unspecified),-5,-0.2,3,-3,83,-5,-1.7,1,9,-5
COc1ccc(NC(=O)c2ccc(S(=O)(=O)N3CCCC3)cc2)cc1OC,0,-0.3,-2,-2,97,-4,0.4,13,-3,3
O=C(CC1C(=O)NCCN1Cc1cccc(Oc2ccccc2)c1)NCc1cccnc1 (stereo unspecified),9,-0.2,1,-3,91,-5,0.7,15,-14,7

# Rewritten as labelled records: entries from further up.
mol: O=C(CC1C(=O)NCCN1Cc1cccc(Oc2ccccc2)c1)NCc1cccnc1 (stereo unspecified)
- PDI inh: 9
- aDG glyco act: -0.2
- N-glyco inh: 1
- HTR2A ag: -3
- ABCB6 inh 2: 91
- CaV13 FRET inh: -5
- MC4R barr agon: 0.7
- MC4R antagonist: 15
- Vif inh: -14
- H9c2 protect: 7

mol: COc1ccc(OC)c(NC(=O)CSc2nnc(CNC(=O)c3cccs3)o2)c1
- PDI inh: 2
- aDG glyco act: -0.1
- N-glyco inh: 2
- HTR2A ag: 0
- ABCB6 inh 2: 108
- CaV13 FRET inh: -2
- MC4R barr agon: -0.3
- MC4R antagonist: 3
- Vif inh: -4
- H9c2 protect: -1
